# Bioassay records (PubChem BioAssay)
# Scp-1 inhibitor = blocks human Scp-1 phosphatase activity; hit rate 0.88% among 340,000; AID 493091; Recombinant Scp1, phosphopeptide, malachite green phosphate absorbance; inhibition, % at 20 µM; Q9GZU7;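 active means inhibition above about 50% at 20 µM, limit read from the data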;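 further: plate controls were DMSO wells with enzyme for no effect and wells lacking enzyme for full effect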
#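 Times: enzyme reaction 45 min at room temperature, colour 5 min, stabilisation 30 min. Material: SCP-1 catalytic fragment, aa 76-261. Medium: Acidic Tris acetate buffer with magnesium and detergent. Signal: colorimetric free-phosphate detection, absorbance 630 nm. Read-out basis: % inhibition of SCP-1 phosphate liberation. Reagent: Phosphorylated 17-residue peptide substrate.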
# DNMT1 block = blocks human DNA methyltransferase DNMT1; P26358; DNMT1 molecular beacon, Hinp1I cleavage, fluorescence; inhibition (reported as % activation of signal), % at 10 µM; hit rate 0.83% among 360,000; AID 588458; in the data active means inhibition above about 50%
# Tb MetRS inh = blocks T. brucei methionyl-tRNA synthetase activity; inhibition, % at 11.9 µM; AID 624268; purified T. brucei MetRS, ATP depletion, Kinase-Glo luminescence; hit rate 0.4% among 360,000;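 active means inhibition above a per-plate cutoff of the control wells' mean inhibition plus 3 SD, cut at about 5.5% in these data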;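 further: 0% = DMSO wells median and 100% = median of wells with control inhibitor compound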
#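 Dosing: 11.9 µM compound single dose, 0.9% DMSO; Assay system: purified T. brucei MetRS enzyme; Measured by: Kinase-Glo luciferase luminescence reporting remaining unconsumed ATP; Schedule: 15 min plus 2 h at 25 °C.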
# STEP block = inhibitors of human striatal-enriched phosphatase STEP; recombinant STEP, OMFP fluorogenic substrate, fluorescence; inhibition, % at 20 µM; hit rate 0.25% among 360,000;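 active means inhibition at 20 µM, scaled per plate between control wells, above about 37%, limit read from the data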;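 further: 0% = DMSO with enzyme and substrate and 100% = substrate only without enzyme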
#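 medium = Bis-Tris buffer pH 6.0, 2.5 mM DTT, 0.005% Tween 20 | test system = STEP (striatal-enriched tyrosine phosphatase) enzyme, cell-free | measure = normalized % inhibition | compound dosing = 20 µM, 1% DMSO | also added = 25 µM OMFP | schedule = reaction 20 min, ambient temperature | measured by = fluorescence read at 480 nm ex / 540 nm em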
# bovine MsrA act = activators of bovine methionine sulfoxide reductase A; activation, % at 10.6 µM; purified bovine MsrA, absorbance read-out; AID 602163; hit rate 0.3% among 360,000; in the data active means activation above about 7.5%;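 further: 0% = vehicle and 100% = reference activator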
# SUMO1 PPI mod = modulators of human SUMO1-mediated protein-protein interactions; P63165; SUMO1 binding to a labelled peptide, TR-FRET, 1 h; inhibition, % at 20 µM; hit rate 0.33% among 360,000; AID 602429; in the data active means inhibition above about 37%
# eLon inh = inhibitors of E. coli Lon protease; P0A9M0; purified E. coli Lon protease, fluorescence polarization; inhibition, % at 7.94 µM; hit rate 0.42% among 360,000; in the data active means inhibition above about 13%, passing the limit was not always enough;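 further: 0% = enzyme with probe and DMSO and 100% = no enzyme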
# NRP1-CendR mod = NRP-1/CendR interaction modulation; inhibition, % at 25 µM; AID 602438; O14786; hit rate 0.85% among 360,000; FAM-RPARPAR peptide binding to NRP-1, fluorescence polarization;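 active means inhibition or corrected inhibition above about 18%, plus a signal ratio from 0.5 to 1.5, limit read from the data, passing the limit was not always enough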; further: strong numbers were not always called active
# Target sequence (O14786 whole entry, looked up): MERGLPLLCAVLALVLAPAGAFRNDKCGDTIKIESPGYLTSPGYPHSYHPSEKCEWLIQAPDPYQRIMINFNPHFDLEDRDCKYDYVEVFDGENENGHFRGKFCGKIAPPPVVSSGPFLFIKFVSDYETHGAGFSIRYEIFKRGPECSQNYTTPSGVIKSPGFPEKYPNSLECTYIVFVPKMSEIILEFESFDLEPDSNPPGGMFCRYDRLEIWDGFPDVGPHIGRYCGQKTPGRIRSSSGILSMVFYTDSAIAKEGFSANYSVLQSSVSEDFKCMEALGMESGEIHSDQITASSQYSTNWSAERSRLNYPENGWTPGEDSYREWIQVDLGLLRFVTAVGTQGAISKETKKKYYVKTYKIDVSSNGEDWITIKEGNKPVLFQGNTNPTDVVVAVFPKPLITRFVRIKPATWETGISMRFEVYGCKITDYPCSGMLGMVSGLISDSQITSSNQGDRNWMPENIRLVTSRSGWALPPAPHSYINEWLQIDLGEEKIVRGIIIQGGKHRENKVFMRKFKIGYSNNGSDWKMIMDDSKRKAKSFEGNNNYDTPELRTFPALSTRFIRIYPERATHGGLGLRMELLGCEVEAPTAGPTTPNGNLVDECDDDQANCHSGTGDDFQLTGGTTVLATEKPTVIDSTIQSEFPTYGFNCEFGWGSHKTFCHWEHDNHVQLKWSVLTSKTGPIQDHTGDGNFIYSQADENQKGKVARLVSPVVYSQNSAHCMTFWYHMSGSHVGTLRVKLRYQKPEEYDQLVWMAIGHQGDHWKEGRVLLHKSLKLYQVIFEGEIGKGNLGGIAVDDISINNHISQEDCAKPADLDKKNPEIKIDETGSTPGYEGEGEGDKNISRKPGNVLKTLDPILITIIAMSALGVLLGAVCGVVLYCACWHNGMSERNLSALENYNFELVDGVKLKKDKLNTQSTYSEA
# LMPTP inh = LMPTP (human) inhibition. inhibition, % at 20 µM. P24666. hit rate 0.22% among 360,000. AID 651560. recombinant LMPTP-A, OMFP fluorogenic substrate, fluorescence intensity;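 active means compounds that cut the enzyme signal by at least half of the control window in the single-dose screen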;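 further: plate controls were DMSO wells with enzyme plus substrate for no effect and substrate without enzyme for full effect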
# Target sequence (P24666 whole entry, looked up): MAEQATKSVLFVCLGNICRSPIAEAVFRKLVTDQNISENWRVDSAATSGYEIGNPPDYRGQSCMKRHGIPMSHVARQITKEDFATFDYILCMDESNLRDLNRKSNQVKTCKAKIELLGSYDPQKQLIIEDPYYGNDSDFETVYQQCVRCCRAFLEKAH
#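 Test system – LMPTP-A phosphatase enzyme · Quantity – 0.625 nM LMPTP-A final · Reagent – OMFP substrate, 400 µM final · Dosing – one test concentration per compound, 20 µM, with 3% DMSO overall · Timing – 50 min enzyme reaction at room temperature, protected from light · Detection – fluorescence intensity · Controls – substrate-only low control, DMSO enzyme-plus-substrate high control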
# MsrA inhibitor = inhibits bovine methionine sulfoxide reductase A; purified bovine MsrA, absorbance read-out; inhibition, % at 15.5 µM; hit rate 0.75% among 360,000; AID 651718; in the data active means inhibition above about 4.5%;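 further: 0% = vehicle wells with enzyme and 100% = reference inhibitor wells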
# * hit, by the source's call; / = no result given; & = joins results of further samples.
Compound,Scp-1 inhibitor,DNMT1 block,Tb MetRS inh,STEP block,bovine MsrA act,SUMO1 PPI mod,eLon inh,NRP1-CendR mod,LMPTP inh,MsrA inhibitor
COc1ccc(NC(=O)COc2nc(N(C)C)nc(N(C)C)n2)cc1,5,2,-0.9,-4,-13,3,-5,-1,0.5,-1.5
C=CCOn1c(=O)c(-c2ccc(C)cc2)[n+]([O-])c2ccccc21,-12,-1,0.0,-3,-4,-27,0,1,0.0,1.1
COCCCNC(=S)NNC(=O)c1ccc(S(=O)(=O)N2CCC(C)CC2)cc1,-8,-1,59*,0,0,3,3,-3,-0.3,1.5
COc1ccccc1NC(=O)C(C)OC(=O)CCCN=C1NS(=O)(=O)c2ccccc21 (stereo not drawn),-6,2,-0.2,1,-1,-3,10,2,-0.9,-1.1
COCCSc1ccccc1C(=O)NCC1CCCO1 (stereo not drawn),-4,4,0.2,0,-3,1,4,-15,-0.1,-0.6
O=C1CC[C@@H](CN(Cc2ccccc2)Cc2cn[nH]c2-c2cc3ccccc3o2)N1,-6,5,-1.2,-3,-7,0,-14,1,-0.1,1.0
Cc1noc(C)c1-c1ccc(C(=O)NCc2ccncc2)c2occc12,/,0,-0.2,-1,3,1,-12,-14,-1.1,-0.8
Cc1c(C(=O)N/N=C/c2cccc(O)c2)nnn1-c1nonc1N,-2,0,-0.2,7,-2,-12,-11,-2,0.2,1.1
COc1ccc(CN(C)C(=O)c2cccc(S(=O)(=O)N3CCCc4ccccc43)c2)c(OC)c1OC,-6,-7,0.1,4,0,-23,-12,0,-6.4,0.0
CN(C)C=NC(=O)/C(C#N)=C1\CCc2ccccc2N1,-2,0,-1.7,0,-15,0,1,2,-1.0,6.3*
Cc1ccc(C(=O)N(C)CC(=O)Nc2cccc(F)c2)cc1S(=O)(=O)N1CCCCC1,15,2,0.0,3,0,-4,-4,6,0.8,1.0
O=C(Nc1ccccc1F)C1CCN(C(=O)NC2CCCCC2)CC1,-4,15,-0.7,0,-3,-2,0,3,-0.6,-0.7
CN(c1ccccc1)S(=O)(=O)c1cccc(C(=O)NCC(=O)Nc2ccc(F)c(F)c2F)c1,-9,0,0.0,-1,-3,6,-1,-6,0.8,0.0
CCOCCCNC(=O)c1c[nH]c2c(CC)cccc2c1=O,-3,0,0.0,-1,-1,3,-1,-7,-1.8,0.3
COc1ccc(/C(O)=C2\C(=O)C(=O)N(c3cc(C)on3)C2c2cccc(OC)c2OC)cc1C (stereo not drawn),-19,0,0.0,-1,-3,-11,1,3,0.7,2.7

# Rewritten with values under each structure: entries from further up.
# Results follow in this order: Scp-1 inhibitor | DNMT1 block | Tb MetRS inh | STEP block | bovine MsrA act | SUMO1 PPI mod | eLon inh | NRP1-CendR mod | LMPTP inh | MsrA inhibitor
- Cc1ccc(C(=O)N(C)CC(=O)Nc2cccc(F)c2)cc1S(=O)(=O)N1CCCCC1
 : 15 | 2 | 0.0 | 3 | 0 | -4 | -4 | 6 | 0.8 | 1.0
- O=C(Nc1ccccc1F)C1CCN(C(=O)NC2CCCCC2)CC1
 : -4 | 15 | -0.7 | 0 | -3 | -2 | 0 | 3 | -0.6 | -0.7

# The results go on:
Compound,Scp-1 inhibitor,DNMT1 block,Tb MetRS inh,STEP block,bovine MsrA act,SUMO1 PPI mod,eLon inh,NRP1-CendR mod,LMPTP inh,MsrA inhibitor
CCCNC(=O)c1onc(CSc2ccc(F)cc2)c1C(=O)NCCC,-7,3,0.0,-1,-5,-4,9,-4,-0.7,0.0
CC1CCCCN1C(=O)COC(=O)c1n[nH]c2ccccc12 (stereo not drawn),0,1,0.9,-2,-1,-2,-2,16,-1.2,0.4
COc1ccc2nc(-n3c(C)ccc3C)sc2c1,-15,-5,0.2,3,-2,-1,-3,-11,3.8,-0.2
COc1ccccc1NC(=O)C(=O)N/N=C(\C)CC(=O)Nc1ccccn1,-2,-2,-0.1,1,-1,3,11,4,-0.7,2.2
CC(C)N(C)Cc1cn(C)nc1-c1ccc(Oc2ccccc2)cc1,-10,3,-0.7,3,-2,1,-8,-13,1.8,-0.9
Cc1ccc(-c2nc(S(=O)(=O)c3ccc(C)cc3)c(N3CCOCC3)o2)cc1,-8,-2,-0.7,0,-1,1,-2,-2,-0.2,1.2
CCOc1ccc(Br)cc1C(=O)N/N=C/c1ccccn1,-6,1,-0.7,-2,-3,-13,-3,10,-1.1,0.1
Cc1ccc(CNC(=O)C2CCCN(c3nc4ccccc4o3)C2)cc1 (stereo not drawn),-10,-1,0.0,0,-3,5,-9,3,-1.9,0.7
CCOP1(=O)C=C(Sc2ccc([N+](=O)[O-])cc2[N+](=O)[O-])C(C)(C)O1 (stereo not drawn),-8,13,0.1,3,-7,-40,-4,-2,-2.5,2.0
O=C(CCCOc1ccc(Cl)cc1Cl)Nc1cccnc1,-11,-7,4.9,2,-1,4,1,5,-1.1,-0.8
CNCCOc1ccccc1-c1ccccc1,-3,-2,0.1,2,-10,-4,-11,-14,-1.2,0.0
C=C(C1=CCN(S(=O)(=O)C(C)(C)C)[C@@H]1CCO)c1ccccc1,0,6,-0.2,-2,-4,0,-9,6,-1.7,0.3
O=C(Nc1cccc(-n2cnnn2)c1)c1ccoc1COc1ccc(Cl)cc1,-7,-4,1.2,-4,-3,-4,-2,6,2.0,0.8
COc1cccc(CC(=O)NNC(=O)c2ccc3c(c2)OCO3)c1,-2,-3,-0.3,-2,-3,3,-13,24,-1.7,-0.2
Cn1c(=O)[nH]c(=O)c2c1nc(Sc1ccccc1)n2CCc1ccccc1,-6,20,-0.1,2,-2,-5,-3,-10,0.3,-0.4
CCN(CC)S(=O)(=O)c1ccc(C(=O)Nc2nnc(C(C)C)s2)cc1,2,1,-1.1,-2,-6,-1,0,0,-0.1,2.0
COc1ccc(C(=O)Oc2c(OC)cc(C(=S)N3CCOCC3)cc2OC)cc1OC,6,3,-1.1,9,-8,-1,9,5,-0.9,-0.6
CC(=O)NS(=O)(=O)c1ccc(N=c2ssc3c2-c2cc(C)ccc2NC3(C)C)cc1,-8,7,0.6,-2,-2,-10,-6,-4,0.6,1.6
Cc1ccc(OCC(=O)N2CCN(C(=O)CCC3CCCC3)CC2)cc1,-2,0,-1.3,-3,-4,2,-1,-9,-1.3,/
O=C(O)Cn1cnc2scc(-c3cccs3)c2c1=O,25,22,0.2,-2,-4,14,-9,-8,-0.5,0.3
COc1ccc(CCC(=O)NCc2ccccc2OC)cc1,-7,3,0.1,0,-2,-2,0,5,-0.7,1.1
Cc1ccccc1-c1nc(-c2ccc(NC(=O)c3ccc4c(c3)OCO4)cc2)no1,11,21,-1.0,1,0,1,-7,0,2.4,-0.4
CC(C)(C)/C(O)=C/c1nc2ccccc2oc1=O,-8,0,-0.3,2,1,3,6,15,-1.2,-0.7
Cc1ccsc1C(=O)NCCc1ccco1,38,30,-0.2,0,-2,14,-7,-16,4.1,0.7
O=C(/C=C/Nc1ccc(S(=O)(=O)Nc2cnc3ccccc3n2)cc1)c1cccnc1,11,-3,-0.1,5,-4,-17,3,-10,0.7,2.0
COc1ccc(NC(=S)N2CCC(C(=O)c3ccc(OC)cc3)CC2)cc1,0,0,0.8,6,-2,4,-11,23,1.0,-0.4
Cc1ccc(CNC(=O)c2ccc(F)c(S(=O)(=O)N3CCOCC3)c2)cc1,-4,15,0.3,-2,-4,2,-3,-1,0.9,-0.8
COC(=O)CNC(=O)COC(=O)/C=C/c1cccs1,-1,1,1.6,0,-5,-15,1,11,-2.0,2.5
CN[C@H]1CCc2cc(OC)c(OC)c(OC)c2-c2ccc(N(C)CC(OC)OC)c(=O)cc21,-17,0,-1.3,2,-1,-23,5,6,-0.8,3.0
O=C(OCc1nc2ccc(Cl)cc2n1CCO)c1ccc(O)cc1,-1,-11,-0.1,1,-1,2,4,4,-0.3,-1.1
CCOC(=O)c1cc(-c2ccc(/C=C3/C(=O)N(c4ccc(C(=O)O)cc4)N=C3C)o2)ccc1Cl,12,30,-0.3,8,-1,36,4,-75,20,0.6
COc1cc(CCN(C(=O)c2cc3ccccc3[nH]2)C(C)c2nc3ccccc3[nH]2)cc(OC)c1 (stereo not drawn),/,-7,0.9,1,-3,4,4,0,1.5,-1.0
COc1ccc(Cc2nnc(NC(=O)CSc3ccc(C)cc3)s2)cc1OC,-5,-2,0.0,-2,3,16,3,6,1.7,0.6
O=C(CNc1ccccc1OC(F)F)N1CCc2ccccc21,-13,-1,0.4,4,-3,0,1,1,0.9,-0.5
CC(=O)c1cccc(NC(=O)C(C)OC(=O)CCCN=C2NS(=O)(=O)c3ccccc32)c1 (stereo not drawn),9,2,0.0,-2,-3,7,-9,8,-1.9,0.0
O=C(COc1ccccc1)NCC(=O)N/N=C/c1cccs1,-2,7,-0.9,0,-13,-9,0,18,3.8,0.3
O=C(CSc1nc(O)c(Cc2ccccc2)c(=O)n1-c1ccccc1)N1CCOCC1,0,2,-0.2,-1,2,4,-5,26*,-0.4,0.3
Cc1ccc(-n2c(N)cc(=O)nc2SCC(=O)N2CCN(c3ccccc3)CC2)cc1C,1,0,-0.4,1,-4,33,-3,-8,-0.4,-0.6
CC(=O)Oc1ccc(Oc2ccc(-c3noc(C)n3)cc2)cc1,-8,-7,0.0,0,-1,-3,1,-11,0.7,0.2
COCc1ccc(C(=O)NC2CCCN(Cc3ccccc3F)C2)o1 (stereo not drawn),-2,-1,-0.1,-1,0,3,0,-8,-1.3,-1.2
C[Si](C)(C)n1ccnc1,-9,0,-0.6,1,-2,-1,0,-2,0.1,0.1
Cc1c(/C=N/n2cnnc2)c2ccccc2n1CCOc1ccc(Cl)cc1,5,-10,-0.1,2,-5,0,2,-1,5.8,0.6
CC(=O)N1CCc2cc(S(=O)(=O)NC(C)c3ccccc3)ccc21 (stereo not drawn),-6,-1,-0.5,0,-2,-2,-3,19,-0.5,-1.0
CCC(C)Sc1cc(-c2nc3ccccn3c2NC2CCCCC2)ccc1OC (stereo not drawn),16,-24,-0.3&0.1,3,-1&-1,2&-3,5&10,-1&-4,19&6.6,2.5&0.9
Cc1ccc(/C(N)=N/OC(=O)c2ccc(F)cc2)cc1,-11,9,-0.6,13,-3,1,1,6,-1.5,0.1
Cc1c(/C(Cc2ccccc2)=N/O)c2ccccc2n1C,-20,-4,-1.9,-6,-8,-2,-6,13,-0.7,1.5
O=C1CCC(=O)N(O)CCCCCNC(=O)CCC(=O)N(O)CCCCCNC(=O)CCC(=O)N(O)CCCCCN1,1,-2,0.9,3,-2,9,-7,-15,-1.4,-1.4
COCc1cc(Sc2ccc(Cl)cc2)nc(C)n1,0,0,0.0,-1,1,0,1,14,0.5,1.8
